Source: PubChem (several laboratories)
SKN-1 block = C. elegans SKN-1 inhibition; C. elegans VP596 Pgst-4::GFP/RFP ratio, acrylamide-induced, 24 h; inhibition, % at 21.8 µM; actives 0.49% (n = 360,000); AID 624304;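 active means interference check ratio from 0.5 to 1.5 plus GFP to RFP signal ratio inhibition reaching or exceeding a fixed threshold, cut at about 30% in these data, passing the limit was not always enough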; further: some compounds called inactive have numbers as strong as hits
Rin1 Abl inh = human Rin1-Abl interaction inhibition | P00519+Q13671 | TR-FRET Rin1/Abl binding, biochemical | inhibition, % at 7.35 µM | actives 0.4% (n = 360,000); in the data active means inhibition above about 5%, passing the limit was not always enough
Neddylation inh = cullin neddylation inhibition | TR-FRET cullin neddylation, biochemical | calls only at 25 µM | AID 651699 | actives 0.58% (n = 360,000) | P61081+Q13564; in the data active means inhibition above about 36%
eLon inh = inhibits E. coli Lon protease; P0A9M0; AID 602123; actives 0.42% (n = 360,000); inhibition, % at 7.94 µM; purified E. coli Lon protease, fluorescence polarization; in the data active means inhibition above about 13%, passing the limit was not always enough;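 further: 0% = enzyme with probe and DMSO and 100% = no enzyme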
MsrA act = activates bovine MsrA enzyme | purified bovine MsrA, absorbance read-out | activation, % at 10.6 µM | actives 0.3% (n = 360,000) | AID 602163; in the data active means activation above about 7.5%;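 further: 0% = vehicle and 100% = reference activator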
FAS-TE inh = blocks the thioesterase domain of human fatty acid synthase. P49327. recombinant FAS-TE, OMFH fluorogenic substrate, fluorescence endpoint. inhibition, % at 15 µM. actives 0.67% (n = 360,000);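 active means compounds whose normalised, plate-corrected inhibition of enzyme fluorescence in the single-dose primary screen is 50% or more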;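 further: 0% = DMSO with enzyme and 100% = substrate without enzyme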
NRP1-CendR mod = modulators of CendR peptide binding to human neuropilin-1; O14786; FAM-RPARPAR peptide binding to NRP-1, fluorescence polarization; inhibition, % at 25 µM; actives 0.85% (n = 360,000);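 active means inhibition or corrected inhibition above about 18%, plus a signal ratio from 0.5 to 1.5, limit read from the data, passing the limit was not always enough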; further: strong numbers were not always called active
Target sequence (O14786 whole entry, looked up): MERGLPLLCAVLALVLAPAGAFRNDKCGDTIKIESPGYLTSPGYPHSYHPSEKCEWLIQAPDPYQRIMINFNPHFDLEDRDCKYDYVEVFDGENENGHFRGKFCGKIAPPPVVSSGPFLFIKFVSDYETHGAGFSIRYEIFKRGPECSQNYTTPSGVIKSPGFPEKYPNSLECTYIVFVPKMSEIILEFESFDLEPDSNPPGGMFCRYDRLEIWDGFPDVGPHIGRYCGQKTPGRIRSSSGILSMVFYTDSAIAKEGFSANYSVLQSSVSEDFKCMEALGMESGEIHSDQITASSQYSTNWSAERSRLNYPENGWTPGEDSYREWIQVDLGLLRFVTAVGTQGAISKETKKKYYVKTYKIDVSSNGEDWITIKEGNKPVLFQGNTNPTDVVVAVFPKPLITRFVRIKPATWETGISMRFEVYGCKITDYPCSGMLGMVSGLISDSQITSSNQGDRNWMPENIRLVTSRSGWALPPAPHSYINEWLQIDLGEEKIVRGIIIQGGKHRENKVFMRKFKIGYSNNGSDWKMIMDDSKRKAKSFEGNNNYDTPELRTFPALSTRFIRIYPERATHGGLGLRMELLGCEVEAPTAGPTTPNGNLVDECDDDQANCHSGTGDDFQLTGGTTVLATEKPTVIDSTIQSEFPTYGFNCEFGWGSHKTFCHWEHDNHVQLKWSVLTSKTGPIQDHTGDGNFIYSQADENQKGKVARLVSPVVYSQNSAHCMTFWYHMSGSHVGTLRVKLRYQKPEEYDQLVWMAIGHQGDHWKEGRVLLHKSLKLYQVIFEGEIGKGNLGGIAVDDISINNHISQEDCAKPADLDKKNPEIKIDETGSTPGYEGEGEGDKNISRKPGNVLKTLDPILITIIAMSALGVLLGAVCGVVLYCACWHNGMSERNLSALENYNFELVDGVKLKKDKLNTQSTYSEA
MT1-MMP act inh = blocks activation of human MT1-MMP; P50281; HT1080 RFP-PRO-GFP cells, GFP/RFP ratio fluorescence, overnight; percent of plate control window, DMSO zero; GFP/RFP ratio change, % at 20 µM; actives 0.061% (n = 360,000); AID 651647;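 active means GFP/RFP ratio change of at least 30% with cell ATP level not reduced by more than half and red fluorescence within 50% of control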; further: strong numbers were not always called active
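Assay system: HT1080 RFP-PRO-GFP cells. Benchmarks: DMSO vehicle wells and RFP-L50D-GFP reporter cell wells. Times: overnight cell settling, then overnight compound exposure, 37 °C, 5% CO2. Compound: 20 µM single dose, 1% DMSO. Read-out basis: GFP/RFP fluorescence ratio.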
PABP1 MLLE inh = inhibitors of microRNA-mediated deadenylation, human PABP1 MLLE binding; GST-MLLE / FITC-PAM2 fluorescence polarization; inhibition, % at 20 µM; actives 0.36% (n = 360,000); AID 588489; in the data active means inhibition above about 35%, passing the limit was not always enough;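 further: plate controls were DMSO wells with GST-MLLE for no effect and wells lacking GST-MLLE protein for full effect; some results filed as inactive read as strong as hits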
Numbers without * were called inactive; i = inactive; · = not tested or not shown.

SMILES	SKN-1 block	Rin1 Abl inh	Neddylation inh	eLon inh	MsrA act	FAS-TE inh	NRP1-CendR mod	MT1-MMP act inh	PABP1 MLLE inh
CCOC(=O)CSc1nnc(-c2cccs2)n1-c1ccccc1	8	2	i	2	0	-3	3	4	-104
CCOc1ccc(N2CC(C(=O)NC3CCCCCC3)CC2=O)cc1 (configuration not stated)	-5	-2	i	3	-6	-4	3	1	9
COc1cc(OC)cc(-c2nc(-c3cc4cc(C)ccc4nc3OC)no2)c1	14	0	i	-15	0	-6	-10	-11	-15
O=C(NC1C(=O)NNC1c1ccccc1)c1ccccc1 (configuration not stated)	5	5	i	-3	-5	-10	17	1	12
CCCNC(=O)CN1CCN(c2cc3ccccc3c(Cl)n2)CC1	0	2	i	-16	0	-1	7	-1	2
Cc1nc(-c2cnn(-c3ccccc3)c2)c2cc(C)oc2n1	18	0	·	1	-13	6	7	·	-4
Cc1cccc(Nc2nc(N)c([N+](=O)[O-])c(N3CC(C)OC(C)C3)n2)c1 (configuration not stated)	5	2	i	-3	-2	10	-6	0	9
Cc1cc2cc(CNC(=O)CC(C)C)ccc2n1C	50	-21	i	12	-1	-6	-11	23	20
Cc1ccc(C)c(CN2C(=O)c3ccccc3S(=O)c3ccc(C(=O)N4CCN(c5ccccn5)CC4)cc32)c1 (configuration not stated)	6	1	i	2	2	72*	0	-18	-2
O=C(CNC(=O)c1ccco1)N/N=C/c1c[nH]c2ccccc12	0	-1	i	-6	-8	-7	7	-2	-3
COc1cc(C)c(Cl)cc1S(=O)(=O)NCC1CCCO1 (configuration not stated)	-5	-1	i	-4	-3	-5	-14	4	-12
COc1ccc2c(c1)c(=O)cc(-c1ccccc1)n2C	19	1	i	1	-1	-2	-1	-4	-5

Among those listed so far, 3 have sulfur:
SMILES	SKN-1 block	Rin1 Abl inh	Neddylation inh	eLon inh	MsrA act	FAS-TE inh	NRP1-CendR mod	MT1-MMP act inh	PABP1 MLLE inh
CCOC(=O)CSc1nnc(-c2cccs2)n1-c1ccccc1	8	2	i	2	0	-3	3	4	-104
Cc1ccc(C)c(CN2C(=O)c3ccccc3S(=O)c3ccc(C(=O)N4CCN(c5ccccn5)CC4)cc32)c1 (configuration not stated)	6	1	i	2	2	72*	0	-18	-2
COc1cc(C)c(Cl)cc1S(=O)(=O)NCC1CCCO1 (configuration not stated)	-5	-1	i	-4	-3	-5	-14	4	-12

Following part.
SMILES	SKN-1 block	Rin1 Abl inh	Neddylation inh	eLon inh	MsrA act	FAS-TE inh	NRP1-CendR mod	MT1-MMP act inh	PABP1 MLLE inh
O=C(NC(=S)N1CCN(c2ccccc2)CC1)c1ccco1	-1	1	i	-8	-3	-3	9	3	-12
CCOP(=O)(OCC)C(Nc1ccccc1)c1ccc2c(c1)OCO2 (configuration not stated)	5	-3	i	2	-14	2	-11	-6	-6
Cc1cc(C)c(NC(=O)C2C3/C=C\CCCCC32)c(C)c1 (configuration not stated)	4	4	i	-4	-7	-6	-2	-2	3
CC1CCCCC1NC(=O)COC(=O)c1ccc2c(=O)n3c(nc2c1)CCC3 (configuration not stated)	18	0	i	-11	0	20	-2	0	-53
O=C(NCCc1ccc(Cl)cc1)c1ncn[nH]1	15	-2	i	9	-2	-20	7	0	2
COc1ccc(C2C(C(=O)Nc3ccccc3)=C(C)Nc3nc(CCCO)nn32)cc1 (configuration not stated)	16	0	i	-3	3	-6	12	9	-12
CCOC(=O)Cn1c(=O)c2c(nc(N3CCCCC3)n2Cc2ccccc2)n(C)c1=O	14	-1	i	-2	2	7	-12	-6	2
COc1ccccc1CNc1ncccc1[N+](=O)[O-]	-6	1	i	-2	0	9	9	3	-2
Nc1ccc(OCCc2ccccc2)cc1	-1	2	i	-4	-3	-2	2	3	5
O=C(O)c1nn(CC(=O)N2CCN(c3ncc(C(F)(F)F)cc3Cl)CC2)c(=O)c2ccccc12	-10	-2	i	2	-6	1	3	-3	-7
O=C(NCc1ccco1)c1cccc(NS(=O)(=O)c2cccc(F)c2)c1	0	-2	i	-13	-2	-15	4	0	-10
COc1ccc(C#Cc2c(-c3ccccc3)n(-c3ccccc3)c3ccc(CO)cc23)cc1	16	2	·	9	-8	23	7	-2	0
Cc1cc(C(=O)Nc2cccc(O)c2)c(C)o1	6	5	i	4	1	-2	3	-28	7
CN(C)Cc1cc(C(F)(F)F)ccc1C(O)(c1ccccc1)c1ccccc1	17	1	i	-14	-1	13	21*	4	-7
O=C(CN1CCN(c2ccccn2)CC1)Nc1cccc(C(F)(F)F)c1	2	4	i	-4	-4	-2	-12	0	1
CC(C)Nc1nc(NC(C)C)nc(Oc2ccc(/C=N/O)cc2)n1	-13	2	i	4	-8	-11	-2	4	-6
C=CCOc1ccc(/C=C2\SC(=S)N(C(C(=O)O)c3ccccc3)C2=O)cc1 (configuration not stated)	-1	-4	i	3	-2	-7	-53	-3	1
S=c1[nH]nc(Cc2cccs2)n1-c1cccc2ccccc12	5	-2	i	-7	5	-10	-12	-1	-1
CN1CCCN(C2C3CC4CC(C3)CC2C4)CC1 (configuration not stated)	3	-2	i	2	0	-4	7	1	5
CCC(=O)NCc1c(Cl)cccc1-n1cccc1	1	2	i	-5	0	-4	4	-4	0
COc1ccc(OC(=O)C2CC(=O)N(c3ccc(C)cc3)C2)cc1 (configuration not stated)	3	-2	i	-3	-6	-2	1	-3	6
Fc1cccc(NC(=S)NNc2c3ccccc3nc3ccccc23)c1	-3	-3	i	0	-3	1	-2	15	20
O=C(NCc1cccs1)C1CCN(c2nc3ccccc3o2)CC1	-7	2	i	0	-12	-5	-4	4	12
COC(=O)C1=C(C)Nc2ncnn2C1c1ccc(OCc2ccccc2)cc1 (configuration not stated)	8	-4	i	3	0	-6	12	2	-9

Random excerpt: three records from the list.
SMILES	SKN-1 block	Rin1 Abl inh	Neddylation inh	eLon inh	MsrA act	FAS-TE inh	NRP1-CendR mod	MT1-MMP act inh	PABP1 MLLE inh
CC(C)Nc1nc(NC(C)C)nc(Oc2ccc(/C=N/O)cc2)n1	-13	2	i	4	-8	-11	-2	4	-6
O=C(CN1CCN(c2ccccn2)CC1)Nc1cccc(C(F)(F)F)c1	2	4	i	-4	-4	-2	-12	0	1
COc1ccc(OC(=O)C2CC(=O)N(c3ccc(C)cc3)C2)cc1 (configuration not stated)	3	-2	i	-3	-6	-2	1	-3	6

New compounds follow
SMILES	SKN-1 block	Rin1 Abl inh	Neddylation inh	eLon inh	MsrA act	FAS-TE inh	NRP1-CendR mod	MT1-MMP act inh	PABP1 MLLE inh
Cc1csc2nc(COC(=O)CNC(=O)c3ccc(Cl)cc3)cc(=O)n12	-4	1	i	2	-9	-9	-16	-2	1
Cc1cc2c(c(=O)o1)C1(C)CC(C)(O2)c2c(cc(C)oc2=O)O1	4	·	i	-3	-2	-3	5	5	·
Cc1cccc(NCc2ccc(O)c3ncccc23)c1C	0	0	i	2	-3	-2	1	-18	27
CCO[C@@H]1OC(C(=O)NCc2ccccc2)=C[C@H](c2csc3ccccc23)[C@H]1CCCO	4	1	i	-2	0	13	-16	7	-6
Cc1ccccc1OCc1nnc(SCCN2CCCC2)n1-c1ccccc1	-12	4	i	0	-3	2	17	0	-103
CC(=NCCCn1ccnc1)C1=C(O)c2ccccc2C1=O	-6	-2	i	-3	-3	-10	-9	0	-4
CC(NC(=O)/C(C#N)=C1\N=C(NC(=O)c2cccs2)c2ccccc21)c1ccccc1 (configuration not stated)	5	-2	i	-23	-3	-9	-110	-28	-28
COc1ccc(-c2nc(CCNC(=O)c3ccco3)cs2)cc1OC	10	1	i	0	-2	-6	-4	-6	1
C/C(=N\Nc1nc(N)cc(Cl)n1)c1ccc(F)cc1	-8	2	i	2	-5	-4	9	-3	-4
COC(=O)CSc1nnc(COc2ccc([N+](=O)[O-])cc2)n1C	4	1	i	-8	-2	0	0	3	0
O=C(NC1(C(F)(F)F)NC(=O)N(C2CCCCC2)C1=O)c1ccco1 (configuration not stated)	-14	2	i	8	-15	-6	6	1	3
Cc1ccc(C2CC(c3cccs3)=NN2C(=O)CSC2=NN3CCCC(=O)N=C3S2)cc1 (configuration not stated)	-3	-2	i	-12	-4	8	-27	-3	-4
CCOc1ccc(Oc2ccc(C(F)(F)F)cc2N)cc1	16	3	i	6	-8	35	13	1	10
O=c1nc2n(c3ncccc13)CCC2	-2	6	i	8	-3	-9	7	1	-10
O=[N+]([O-])c1ccc2nc(-c3ccncc3)[nH]c2c1	4	0	i	5	-5	8	-2	-6	-7
COc1cccc(-c2cc(C(F)(F)F)c(C#N)c(=O)[nH]2)c1	8	0	·	-4	-3	-6	12	-1	-9
COc1ccc(CCC(=O)N2CCN(S(=O)(=O)c3cccc(Cl)c3)CC2)cc1	7	-1	i	-4	-3	11	-11	-3	0
CCN(CC)CCCN(C(=O)c1ccco1)c1nc(-c2ccc(Cl)cc2)cs1	-22	-2	i	-8	6	0	-2	-1	1
CCCN(CC(=O)Nc1ccccc1C)C(=O)CC(NC(=O)c1ccccc1)c1ccccc1 (configuration not stated)	24	0	i	10	-1	0	-11	9	13
COc1ccc(NC(=S)NNc2ccc([N+](=O)[O-])cc2S(=O)(=O)Nc2ccc(C)cc2C)cc1	-5	-7	i	-10	-3	36	-44	-1	-29
Cc1cc(C)c2[nH]c3nc(SCC(=O)O)nnc3c2c1	-4	-4	i	-17	-3	-2	-25	4	11
Nc1ncnc2c1ncn2[C@@H]1O[C@H](CNS(=O)(=O)c2ccc3c(c2)CCN(C(=O)C(F)(F)F)C3)[C@@H](O)[C@H]1O	11	-1	i	0	1	-4	6	1	3
O=C(NC(=S)Nc1ccc(Cl)c(C(=O)O)c1)c1ccco1	-9	-1	i	3	-4	-2	-12	-1	38
COc1ccc(-n2c(SCC(=O)N3CCCCC3)nc(O)cc2=O)cc1	-3	2	i	8	1	-6	-10	6	11

Part of the list above in order of length of the SMILES, lowest first.
SMILES	SKN-1 block	Rin1 Abl inh	Neddylation inh	eLon inh	MsrA act	FAS-TE inh	NRP1-CendR mod	MT1-MMP act inh	PABP1 MLLE inh
Cc1cc(C(=O)Nc2cccc(O)c2)c(C)o1	6	5	i	4	1	-2	3	-28	7
O=C(NCc1ccco1)c1cccc(NS(=O)(=O)c2cccc(F)c2)c1	0	-2	i	-13	-2	-15	4	0	-10
COc1ccc(C2C(C(=O)Nc3ccccc3)=C(C)Nc3nc(CCCO)nn32)cc1 (configuration not stated)	16	0	i	-3	3	-6	12	9	-12

As entered above:
Nc1ncnc2c1ncn2[C@@H]1O[C@H](CNS(=O)(=O)c2ccc3c(c2)CCN(C(=O)C(F)(F)F)C3)[C@@H](O)[C@H]1O | FAS-TE inh = -4
CCN(CC)CCCN(C(=O)c1ccco1)c1nc(-c2ccc(Cl)cc2)cs1 | MT1-MMP act inh = -1
O=C(NC(=S)Nc1ccc(Cl)c(C(=O)O)c1)c1ccco1 | FAS-TE inh = -2
Cc1cc(C)c2[nH]c3nc(SCC(=O)O)nnc3c2c1 | NRP1-CendR mod = -25
